HepG2 viability = qHTS for Inhibitors of TGF-b: Cytotox Counterscreen | 410,000 compounds, 0.76% hits | HepG2 CAGA-GFP viability, ATP luminescence, 18 h | Potency, µM (top dose mostly 46.1 µM), without a hit: at the top dose activity change, negative = cytotoxicity, hits mostly cytotoxic; also: potency is read from the fitted curve at half-maximal effect; some results filed as inactive show a strong effect at the top dose
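HepG2 CAGA-GFP cells (1000/well, DMEM with 1% FBS) received compound, then TGF-beta at 500 pg/mL final, and were incubated 18 hours at 37 degrees C. Viability was read by CellTiter-Glo luminescence. Media-only wells were set as complete cell-killing and DMSO as no toxicity.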
ATXN2 expr inh = Primary qHTS for Inhibitors of ATXN expression. HEK-293 ATXN2-luciferase reporter, luminescence, 24 h. 360,000 compounds, 0.72% hits. Potency, µM (doses to about 57 µM), for the others: at the top dose activity change, negative = inhibition, actives largely listed as inhibitors. AID 1745845, 2022; also: potency is read from the fitted curve at half-maximal effect; % is scaled to controls: 0 for no effect and ±100 for the full control effect; nearly all actives have a fitted effect of over 55% in size
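ATXN2-luciferase reporter cells (luciferase flanked by upstream and downstream ATXN2 gene portions) were treated 24 h at 37 °C with compounds at up to 57 uM. SteadyGlo luminescence gave expression; GF-AFC fluorescence gave viability.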
A549 viability = Nrf2 qHTS screen for inhibitors: counterscreen for cytotoxicity; A549 ARE-Fluc cells, CellTiter-Fluor viability, 18-24 h; Potency, µM (highest dose often 46 µM), without a hit: at the highest dose activity change, negative = cytotoxicity, actives largely listed as inhibitors; 390,000 compounds, 0.16% hits; AID 504648, 2011; also: potency is read from the fitted curve at half-maximal effect; % is scaled to controls: 0 for no effect and ±100 for the full control effect
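A549 ARE-Fluc cells in 5% FBS OPTI-MEM, 5000 cells/well, rested 2 h then exposed to compounds in concentration-response for 18-24 h at 37 °C. Viability by CellTiter-Fluor fluorescence (Ex 405/Em 525) after 30 min; luciferase luminescence (BugLite, 15 min, RT) read afterwards.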
Nrf2 activator = qHTS of Nrf2 Activators; AREc32 ARE-luciferase reporter (MCF7-derived line), luminescence, 24 h; Potency, µM (doses to about 46.1 µM), inactives show top-dose activation, actives largely listed as activators; 410,000 compounds, 0.31% hits; AID 624171, 2012; also: potency is read from the fitted curve at half-maximal effect; % of control where 0% means no effect; nearly all actives have a fitted effect of over 65% in size
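ARE activation measured as luciferase luminescence (Steady-Glo, 30 min RT) in AREc32_Fluc cells after 24 hr compound exposure at 37 deg C, 5% CO2; cells seeded overnight at 1000/well in OPTI-MEM, 5% FBS.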
S2 tox = Viability Counterscreen for Primary qHTS for Inhibitors of ATXN expression | 400,000 compounds, 0.49% hits | S2 cells (HEK-293 line with an ATXN2-luciferase reporter) viability, CellTiter-Fluor protease fluorescence, 24 h | AID 651635, 2014 | Potency, µM (series often up to 56.7 µM), usual class: cytotoxic; also: potency is read from the fitted curve at half-maximal effect; nearly all actives have a fitted effect of over 40% in size
IL-1B inflam inh = qHTS for Inhibitors of Inflammasome Signaling: IL-1-beta AlphaLISA Primary Screen; THP-1 LPS/ATP IL-1B secretion, AlphaLISA, 16 h; active compounds read low; activity change, % at 57.5 µM; 360,000 compounds, 4.7% hits; AID 743279, 2014; in the data active = activity change below about -50%; inconclusive = mostly about -30% to -49%; also: % is scaled to controls: 0 for no effect and ±100 for the full control effect
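Secreted IL-1B measured by AlphaLISA bead assay after 16 h compound exposure of THP-1 cells; compounds (final up to 57.5 uM) added 1 h before LPS (250 ng/mL) and ATP (1.25 mM) stimulation; lower signal means less secretion.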
MCF10A rereplic = A quantitative high throughput screen for small molecules that induce DNA re-replication in MCF 10a normal breast cells; 350,000 compounds, 2.9% hits; MCF 10A DNA re-replication, Hoechst nuclear intensity, 48 h; AID 624296, 2012; Potency, µM (top dose mostly 46.1 µM), inactives show top-dose activity, positive = re-replication, usual class: activators; also: potency is read from the fitted curve at half-maximal effect; % of control where 0% means no effect; nearly all actives have a fitted effect of over 50% in size
Nrf2 inh = Nrf2 qHTS screen for inhibitors; A549 ARE-Fluc reporter, luciferase luminescence, 18-24 h; Potency, µM (doses to about 46 µM), inactives show at the highest dose activity change, negative = inhibition, actives largely listed as inhibitors; 360,000 compounds, 2.1% hits; AID 504444, 2011; also: potency is read from the fitted curve at half-maximal effect; % is scaled to controls: 0 for no effect and ±100 for the full control effect; nearly all actives have a fitted effect of over 60% in size
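In this cell-based qHTS, ARE-driven firefly luciferase in A549 cells reports Nrf2 activity; the luminescent signal after BugLite lysis is the measured value, with a prior CellTiter-Fluor read for cell health.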
TGFb SMAD3 inh = qHTS for Inhibitors of TGF-b. HepG2 CAGA-GFP TGF-b/SMAD3 reporter, GFP fluorescence, 18 h; TGF-beta stimulated, 500 pg/mL final. 410,000 compounds, 1.2% hits. Potency, µM (doses to about 46.1 µM), for inactives: top-dose activity, negative = inhibition, actives largely listed as inhibitors. AID 588855, 2011; also: potency is read from the fitted curve at half-maximal effect; % is scaled to controls: 0 for no effect and ±100 for the full control effect; nearly all actives have a fitted effect of over 65% in size
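HEPG2 CAGA-GFP cells (1000/well, DMEM with 1% FBS) were pre-incubated 2 h at 37 degrees C, given compound by pin tool, then stimulated with TGF-beta at 500 pg/mL final for 18 h before per-cell GFP fluorescence imaging.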
* hit, by the source's call; i = inactive; ? = inconclusive; · = no result given; & = joins results of further samples; [ ] = remark or other dose. Unless noted, calls follow the shape of the dose curve; as a rule, active = well fitted curve in the direction sought with a large enough effect; inconclusive = small, poorly fitted or top-dose-only effect, or another doubt; inactive = no such curve, though single readings can be large; an effect the other way counts as inactive or inconclusive.

SMILES	HepG2 viability	ATXN2 expr inh	A549 viability	Nrf2 activator	S2 tox	IL-1B inflam inh	MCF10A rereplic	Nrf2 inh	TGFb SMAD3 inh
CCc1ccc(OCC(=O)N(Cc2ccc(C(C)C)cc2)C2CCS(=O)(=O)C2)cc1 (stereo not given)	-50%	?	-13%	5.8%	?	·	·	-18%	?
Cc1ccc(CNC(=O)Cn2cc(S(=O)(=O)Cc3cccc(Cl)c3)c3ccccc32)cc1	-1%	·	-1%	0.5%	·	·	·	-4%	0%
O=S(=O)(NCc1nnc2ccccn12)c1ccc(Cl)cc1	-2%	-18%	-7%	0.1%	i	10	-5%	15%	-8%
CCOc1ccc(CNC(=O)c2cccc(NC(=O)N3CCSc4ncccc43)c2)cc1OC	-21%	·	-5%	0.1%	·	·	·	?	-1%
COc1cccc2cc(C(=O)NCc3ccc(Cl)cc3)c(=N)oc12	1%	-6%	0%	-0.6%	i	-91*	15%	17%	-5%
CCc1cc(C(=O)OC)c(NC(=O)CC2SC(=NC)N(C)C2=O)s1 (stereo not given)	3%	-1%	-4%	6.9%	?	3	-1%	-1%	6%
Cc1ccsc1/C=N/NC(=O)c1nnn(-c2nonc2N)c1C	-10%	1%	2%	4.0%	i	-16	11%	15%	5%
COc1ccc(CN2[C@@H](CC(=O)O)c3ccccc3S2(=O)=O)cc1	-41%&-22%	1%	2%	-0.2%	i	0	-9%	3%	-6%&-3%
CCOc1ccccc1CNS(=O)(=O)c1cc2c(cc1C)NC(=O)CO2	-21%	·	0%	4.9%	·	·	·	·	0%
O=C(NCCO)C(=O)NCC(c1ccc2c(c1)OCO2)N1CCN(c2ccc(F)cc2)CC1 (stereo not given)	1%	·	-12%	-0.2%	i	23	1%	1%	3%
CCN(CC)c1ccc(S(=O)(=O)N2CCOCC2)cc1NC(=O)CN1C(=O)NC2(CCCC2)C1=O	1%	-4%	-1%	-0.3%	i	-4	0%	-9%	6%
COc1ccccc1NC(=O)c1sc2nc3c(c(C(F)(F)F)c2c1N)CN(C(C)=O)CC3	-29%	-12%	10%	0.9%	i	·	·	-22%	110%[activator]
CCOC(=O)C1=C(C)NC2=C(C(=O)OC2)C1c1ccccc1 (stereo not given)	-17%	-5%	-5%	1.7%	i	51	?	12%	-25%
Cc1ccc(S(=O)(=O)N(CC(=O)Nc2ccccc2C(=O)O)c2ccccc2)cc1	6%	2%	2%	-0.5%	i	17	?	-3%	9%
CC(NC(=O)C1CCCN(C(=O)c2ccc(Cl)cc2)C1)c1cccc(C(F)(F)F)c1 (stereo not given)	-53%	-21%	-1%	0.7%	i	-16	9%	-16%	-17%
CCCn1c2ccccc2c2cnn(CC(=O)NC3CCCC(C)C3C)c(=O)c21 (stereo not given)	-28%	·	-1%	-0.1%	?	-5	?	12%	-3%
CSCC[C@H](NC(=O)NCCC1=CCCCC1)C(=O)O	-13%	4%	-13%	-0.4%	i	7	-9%	-26%	-16%
COc1ccc(CCNC(=O)c2cc3c(=O)n4cccc(C)c4nc3n(CC3CCCO3)c2=N)cc1 (stereo not given)	-4%	-1%	0%	0.1%	i	-11	9.2µM*	4%	5%
CCOC(=O)c1nc(-c2ccccc2)sc1C(C)=O	10%	26%	1%	25%	i	-9	4%	-6%	1%
COc1ccc(OCC(=O)NNC(=S)NC(=O)c2ccc([N+](=O)[O-])cc2)cc1	-23%	8%	0%	-1.0%	i	9	?	-5%	-1%
CCc1ccccc1NC(=O)Cn1c2ncccc2c(=O)n1-c1ccccc1	-7%	-29%	-4%	1.8%	i	·	·	-4%	14%
CCCCNC(=O)c1cc(-c2ccc(OC)c(OC)c2)on1	8%	30%	-1%	3.0%	i	?	3%	9%	10%
CCOC(=O)[C@@H]1[C@H]2COc3ccccc3[C@H]2N2C(=O)N(c3ccc(Cl)cc3)C(=O)[C@@]12C	-1%	-6%	-1%	3.2%	i	12	-3%	-12%	-10%
CCOC(=O)c1ccc(S(=O)(=O)NC2CCC(C)CC2)cc1 (stereo not given)	-2%	-20%	1%	6.3%	i	19	2%	-14%	?
COc1ccc(C(C)=O)cc1CN1C(=O)C(Cc2ccccc2)ON=C1c1ncccc1C (stereo not given)	3%	8%	·	0.7%	i	-25	·	·	-12%

Next part, overlapping the part above by five compounds.
SMILES	HepG2 viability	ATXN2 expr inh	A549 viability	Nrf2 activator	S2 tox	IL-1B inflam inh	MCF10A rereplic	Nrf2 inh	TGFb SMAD3 inh
CCc1ccccc1NC(=O)Cn1c2ncccc2c(=O)n1-c1ccccc1	-7%	-29%	-4%	1.8%	i	·	·	-4%	14%
CCCCNC(=O)c1cc(-c2ccc(OC)c(OC)c2)on1	8%	30%	-1%	3.0%	i	?	3%	9%	10%
CCOC(=O)[C@@H]1[C@H]2COc3ccccc3[C@H]2N2C(=O)N(c3ccc(Cl)cc3)C(=O)[C@@]12C	-1%	-6%	-1%	3.2%	i	12	-3%	-12%	-10%
CCOC(=O)c1ccc(S(=O)(=O)NC2CCC(C)CC2)cc1 (stereo not given)	-2%	-20%	1%	6.3%	i	19	2%	-14%	?
COc1ccc(C(C)=O)cc1CN1C(=O)C(Cc2ccccc2)ON=C1c1ncccc1C (stereo not given)	3%	8%	·	0.7%	i	-25	·	·	-12%
CCOC(=O)C1=C(COC(=O)/C=C/c2ccccc2F)NC(=O)NC1C (stereo not given)	8%	3%	-1%	?	i	-9	0%	18%	12%
Cc1ccc(N2CC(C(=O)NC3=NCCS3)CC2=O)cc1 (stereo not given)	6%	16%	-5%	0.0%	i	10	1%	0%	-9%
COc1ccc(-c2ccc3c(c2)[C@@H]2C[C@H]4[C@@H](C(=O)N2CC3)[C@H](C)ON4C)cc1	-32%	-2%	1%	0.8%	i	7	?	2%	-35%
COCCn1c(SCC(=O)N2CCC(C)CC2)nc2c(c1=O)SCC2	-7%	-6%	-1%	-0.3%	i	0	2%	-4%	-23%
Cc1cccc([N+](=O)[O-])c1NC(=O)COC(=O)c1nc2nccc(C)n2n1	-2%	3%	-1%	0.6%	i	18	-3%	5%	7%
CC(C)(C)c1ccc(/C=C/C(=O)N2CCCCC2)cc1	-21%	·	?	4.5%	i	-6	?	?	3%
CCOC(=O)c1ccc(CNC(=O)CSc2nc(NC(=O)c3ccccc3)c3c(C)c(C)oc3n2)cc1	1%	0%	-14%	0.1%	i	12	-1%	?	-17%
CCc1nnc(NC(=O)CN2CCC(O)(c3ccccc3OC)CC2)s1	6%	2%	-8%	-0.2%	i	18	4%	?	6%
COc1ccc(-n2c(Cc3cccs3)nnc2SCC(=O)Nc2ccc3c(c2)OCCO3)cc1	-24%	-1%	-6%	-0.3%	i	-25	19%	-5%	-1%
COc1ccccc1NC(=O)Cn1nc(-c2ccc(C)cc2)c2c(c1=O)CCCC2	8%	4%	-1%	-0.3%	i	·	·	2%	-1%
CC(=O)Nc1nonc1-c1nnc(SCC(=O)Nc2cc(C)ccc2C)n1-c1ccccc1	-29%	-19%	-14%	0.3%	i	·	·	-19%	-10%
CCOC(=O)N1CCC(O)(c2cc(C)c(C)cc2C)CC1	-17%	-6%	-18%	-1.1%	i	25	14%	?	1%
O=C(COC(=O)C1(c2ccc(F)cc2)CCCC1)Nc1ncc(C(F)(F)F)cc1Cl	-4%	-5%	?	0.3%	?	5	?	?	-5%
C[C@@H]1CN([C@@H](C)CO)C(=O)c2cc(C#Cc3cccc(F)c3)cnc2O[C@@H]1CN(C)CC1CCOCC1	-45%	-24%	·	3.3%	?	?	·	·	1%
O=C(O)CCc1ccc(S(=O)(=O)N2CCOCC2)cc1	-33%	7%	-7%	-0.3%	i	26	1%	3%	0%
CC(=O)NC(Cc1cccc(F)c1)C(=O)NC1CCN(C(=O)c2cccc(C)c2)CC1 (stereo not given)	-6%	-8%	-16%	0.4%	i	38	0%	-15%	0%
CCCCC(=O)NC(Nc1sc2c(c1C(N)=O)CCCC2)(C(=O)OCC)C(F)(F)F (stereo not given)	9%	-2%	-3%	0.2%	i	-5	-9%	-20%	-5%
CCc1cccc2[nH]c3cc([N+](=O)[O-])ccc3c12	-43%	-28%	2%	0.1%	i	-19	26%	2%	-5%
COc1cccc(NC(=O)COC(=O)c2sccc2C)c1	31%	50%[activator]	-14%	4.6%	i	-14	-1%	?	-2%
COc1ccc(-c2noc(CCC(=O)Nc3cccc(C(=O)NC4CC4)c3)n2)cc1OC	-18%	·	·	12%	i	-53*	·	·	-3%
Cc1ccccc1C(=O)NC1CCCN(Cc2ccccc2F)C1 (stereo not given)	-13%	·	-10%	-0.3%	i	-5	-2%	-7%	-3%
CCN(CC(=O)NCc1cccs1)C(=O)CCCOc1ccccc1	-7%	-5%	4%	-0.2%	i	10	0%	?	-1%
Cn1c(NC(=O)c2ccccc2C(F)(F)F)cc(=O)n(C)c1=O	-8%	1%	-1%	0.2%	i	1	-5%	8%	-4%
C=CCNC(=S)NNc1nc2c(c(=O)[nH]1)C1(CCCCC1)Cc1ccccc1-2	-14%	3%	?	0.4%	i	-3	23µM*	?	?
CC(Nc1cc(N2CCCC2)ccc1[N+](=O)[O-])c1ccccc1 (stereo not given)	43%	-18%	-3%	2.3%	i	-6	-16%	·	?
O=C1C(CCCNC(=S)NCc2ccccc2)NC(=S)N1Cc1ccccc1 (stereo not given)	0%	·	-9%	-1.2%	i	-8	8%	?	-10%
CCn1nc(C)c(CNC(=O)C2CCC(=O)N(CCc3ccc(OC)cc3)C2)c1C (stereo not given)	-1%	12%	-11%	-0.7%	i	9	5%	-16%	-20%
